From PubChem
IDE cell activ – boosts human insulin-degrading enzyme activity in HEK cells | FAbeta-B cleavage, fluorescence polarization; 0% vehicle, 100% cell-free pure enzyme wells | activation, % at 5.96 µM | 340,000 tested, 0.073% active;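 active means activation above the mean of all tested compounds plus 3 SD, set per screening campaign, cut at about 17% in these data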
Target sequence (P14735 whole entry, looked up): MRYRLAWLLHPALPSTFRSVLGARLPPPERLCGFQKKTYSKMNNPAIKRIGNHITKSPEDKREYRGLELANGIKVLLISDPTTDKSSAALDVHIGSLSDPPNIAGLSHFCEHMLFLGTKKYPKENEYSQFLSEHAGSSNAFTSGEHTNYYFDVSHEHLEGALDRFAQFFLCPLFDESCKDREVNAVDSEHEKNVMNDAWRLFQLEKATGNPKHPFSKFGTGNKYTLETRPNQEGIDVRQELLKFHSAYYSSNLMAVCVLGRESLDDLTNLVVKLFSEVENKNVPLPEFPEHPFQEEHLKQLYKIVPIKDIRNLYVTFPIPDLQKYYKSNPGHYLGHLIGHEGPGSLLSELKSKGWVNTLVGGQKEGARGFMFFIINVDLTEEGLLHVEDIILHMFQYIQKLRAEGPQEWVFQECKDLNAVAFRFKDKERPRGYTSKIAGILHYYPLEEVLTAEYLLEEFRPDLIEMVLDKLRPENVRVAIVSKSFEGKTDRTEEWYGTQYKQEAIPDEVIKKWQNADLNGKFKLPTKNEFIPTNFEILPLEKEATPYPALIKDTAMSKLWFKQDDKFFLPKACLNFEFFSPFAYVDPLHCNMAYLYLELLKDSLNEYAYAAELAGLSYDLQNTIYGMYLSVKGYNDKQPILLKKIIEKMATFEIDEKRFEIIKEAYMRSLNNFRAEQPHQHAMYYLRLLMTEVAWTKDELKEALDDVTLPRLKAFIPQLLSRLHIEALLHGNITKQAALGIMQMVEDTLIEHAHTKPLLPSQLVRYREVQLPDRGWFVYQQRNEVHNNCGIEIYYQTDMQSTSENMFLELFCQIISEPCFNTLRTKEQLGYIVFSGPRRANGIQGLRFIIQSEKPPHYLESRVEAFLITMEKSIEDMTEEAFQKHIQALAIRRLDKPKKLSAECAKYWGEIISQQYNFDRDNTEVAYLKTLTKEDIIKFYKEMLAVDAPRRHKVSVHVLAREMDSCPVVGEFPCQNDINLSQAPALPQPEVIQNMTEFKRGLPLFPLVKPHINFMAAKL
An asterisk follows results filed as active. These rows are one share of the data, so the mix of outcomes need not match the whole.

SMILES	IDE cell activ
CN[C@H](C(=O)NC[C@H]1O[C@@H](n2cnc3c(N)ncnc32)[C@H](O)[C@@H]1O)[C@@H](C)OCc1ccccc1	3
COc1ccc(-c2cn(Cc3ccc(C(N)=O)cc3)c(-c3ccc(Cl)nc3)n2)cc1	4
Cc1cc2c(cc1C)NC1(C[C@H]3CCC(=O)N4CC[C@@H](C1)[C@@H]34)C(=NC(C)(C)CC(C)(C)C)N2 (some centres not stated)	2
Cc1ccc(N2CC(C(=O)OCC(=O)c3ccc(C)c([N+](=O)[O-])c3)CC2=O)cc1 (configuration not stated)	1
C=C1c2ccccc2O[C@H](C(=O)OCC)[C@H]1OC	-2
COc1ccc(S(=O)(=O)Nc2ccc3c(c2)C(=O)N([C@H](C)CO)C[C@H](C)[C@@H](CN(C)S(C)(=O)=O)O3)cc1	3
CN(c1cccc(Cl)c1)S(=O)(=O)c1cccc(C(=O)NN2CCOCC2)c1	4
Cc1ccc(SCC(=O)N2CCN(c3ccc(F)cc3)CC2)cc1	-1
Cc1cc(NC(=O)COc2ccccc2C#N)no1	2
CCCCn1c(N)c(N(CCOC)C(=O)c2ccc(COc3ccccc3)o2)c(=O)[nH]c1=O	7
COc1ccc(CNC(=O)COC(=O)c2cc(C)nc3ccccc23)cc1	1
Cc1ccc(S(=O)(=O)N2[C@@H](c3cccc(Cl)c3)C(C(=O)O)=CC[C@H]2c2ccc(Cl)cc2)cc1	1
Cc1ccc2c(c1)N(CC(=O)Nc1nccs1)C(=O)CO2	5
O=C(COC(=O)c1cccc(F)c1)Nc1ccc(Cl)cn1	1
Clc1ccc(Cc2ccccn2)cc1	1
CCC(C)NC(=O)c1ccc(NC(=O)CC2SC(N3CCCC3)=NC2=O)cc1 (configuration not stated)	2
O=C(NCCN1CCOCC1)c1cccc2c1C(=O)c1ccc(N3CCCC3)cc1S2(=O)=O	-4
CN(CC(=O)NCCN1CCOCC1)S(=O)(=O)c1ccc(Cl)cc1	2
CCCCCCSc1ccc([C@H]2N[C@@](C)(C(=O)OC)[C@H]3C(=O)N(C)C(=O)[C@@H]23)cc1	4
O=S(=O)(Nc1cccc(S(=O)(=O)N2CCCC2)c1)c1cccc(Br)c1	5
Cc1cc(F)ccc1S(=O)(=O)Nc1ccc(C(=O)N(C)Cc2ccco2)cc1	0
CCN(C(=O)CSc1nnnn1C)C1CCCCC1	0
O=C1C(O)=CC(=C(c2ccccc2)c2ccccc2)c2ccccc21	1
CC12CCC(=O)N1C(C(=O)Nc1nc(-c3ccc(F)c(F)c3)cs1)CS2 (configuration not stated)	1
O=[N+]([O-])c1ccc(NCCNc2ccc([N+](=O)[O-])cc2)cc1	3
Nc1c(C(=O)OCC(=O)Nc2ccc(OC(F)F)cc2)[nH]c(=O)[nH]c1=O	3
CC(C)CN(C(=O)COC(=O)CNC(=O)c1ccccc1F)c1c(N)n(Cc2ccccc2)c(=O)[nH]c1=O	0
C[C@H](CO)N1C[C@H](C)[C@@H](CN(C)S(=O)(=O)c2ccc(F)cc2)Oc2ccc(NS(=O)(=O)c3ccccc3)cc2C1=O	-6
O=C1CC(NS(=O)(=O)c2cccs2)CN1c1ccc(Cl)cc1 (configuration not stated)	0
CN(CCOc1ccc(Cl)cc1)C(=O)c1cccc(S(=O)(=O)N2CCN(c3ccccc3)CC2)c1	3
O=S(=O)(c1ccc2c(c1)CCN2)N1CCOCC1	4
Cc1ccc(S(=O)(=O)N2[C@@H](c3cccc(Cl)c3)C(C(=O)O)=CC[C@H]2c2cccc(Cl)c2)cc1	-1
Cc1cccc(C)c1NC(=O)CN(C)C(=O)CSC(=S)N1CCCC1	3
COc1ccc(Cc2nnc(SCC(=O)Nc3ccccc3)[nH]c2=O)cc1	1
CCCCOc1ccc(C(=O)NCC(=O)NCC(c2ccc(OC)cc2)N2CCOCC2)cc1 (configuration not stated)	-3
COc1cc(NC(=O)COC(=O)c2[nH]c(C)c(C(C)=O)c2C)cc(OC)c1	-1
O=C(O)c1ccccc1-c1ccccc1C(=O)Nc1ccc2c(c1)C(=O)c1ccccc1-2	6
Nc1cccc(N=[N+]([O-])c2cccc(N)c2)c1	-3
CC1CCN(C(=O)CNC(=O)c2ccc(Br)o2)CC1	2
Cc1ccccc1NS(=O)(=O)c1ccc(C(=O)NCCCN2CCCC2=O)cc1	1
COc1ccc(C(=O)N[C@H](C(=O)NCCCn2nc(C)cc2C)C(C)C)cc1	0
Cc1cccc(C(=O)NC2CCN(S(=O)(=O)c3cccc(F)c3)CC2)c1	-5
CC(C)C(NC(=O)c1ccccc1)C(=O)OCC(=O)N1CCN(c2ccccc2)CC1 (configuration not stated)	6
Cc1ccc(C)c(S(=O)(=O)N2CCCCC2CCNC(=O)C(=O)NCc2cccnc2)c1 (configuration not stated)	3
COc1ccc(NC(=O)CN(C)CC(=O)NC2CCCCC2C)cc1 (configuration not stated)	4
CC(C(O)c1cc(=O)c(OCc2ccccc2)co1)[N+](=O)[O-] (configuration not stated)	3
COc1ccc(NC(=O)CN(C)C(=O)c2cc(-c3ccc(C)o3)nc3ccccc23)cc1	-2
CCOC(=O)C1=CN(Cc2cccc(F)c2)S(=O)(=O)NC1c1ccc2ccccc2c1 (configuration not stated)	-1
COC(=O)c1[nH]nc(-c2ccccc2)c1-c1ccccc1	4
Cc1ccc(S(=O)(=O)N2CCN(C(=O)CCNC(=O)c3ccccc3Cl)CC2)cc1	5

(more compounds)
SMILES	IDE cell activ
Cc1cccc(C(=O)OC(C)C(=O)N2CCc3ccccc3C2)c1C (configuration not stated)	1
COc1cc(OC)cc(C(=O)OCC(=O)Nc2nnc(-c3ccccc3)o2)c1	-3
COc1ccc(S(=O)(=O)N2CCCCC2)cc1NC(=O)Cc1ccc(Br)cc1	1
Cc1n[nH]c(=O)c2c(NC(=O)CSc3nncn3C(C)C)oc(C)c12	2
Cc1cc(C)n2nc(C(=O)OCC(=O)Nc3cc(S(=O)(=O)N4CCOCC4)ccc3Cl)nc2n1	3
Cn1c(=O)c2[nH]c(=O)[nH]c2n(C)c1=O	-2
Cc1cccc(CCN2CCN=C2N(C)C)c1	3
NC(=O)c1ccc(-c2nnn(CC(=O)N(C3CCCCC3)C3CCS(=O)(=O)C3)n2)cc1 (configuration not stated)	1
CC(C)(O)/C=C/C(=O)[C@](C)(O)C1[C@H](O)C[C@@]2(C)C3CC=C4C(C=C(O[C@@H]5O[C@H](CO)[C@@H](O)[C@H](O)[C@H]5O)C(=O)C4(C)C)[C@]3(C)C(=O)C[C@]12C (some centres not stated)	0
CCOC(=O)C1=C(COC(=O)c2ccc(Br)c(S(=O)(=O)N3CCOCC3)c2)NC(=O)NC1C (configuration not stated)	1
O=C(CN1CCN(C2CCS(=O)(=O)C2)CC1)N1N=C(c2ccc(Cl)cc2)CC1c1ccco1 (configuration not stated)	2
CN(C(=O)c1ccc(NC(=O)Cc2ccc(NC(=O)C3CCCN(C(=O)C4CCC4)C3)cc2)cc1)C1CC1 (configuration not stated)	3
CC(C)CN1Cc2ccccc2Oc2cc(Br)ccc2S1(=O)=O	1
CC(Sc1nnc(-c2ccc(OC(F)F)cc2)n1N)C(=O)NCC1CCCO1 (configuration not stated)	-2
CCN(C[C@H]1N[C@@](C)(C(=O)OC)[C@H]2C(=O)N(C)C(=O)[C@@H]12)C(=O)c1ccccc1	0
COc1ccc(C(=O)NCCOc2ccccc2)cc1S(=O)(=O)N1CCOCC1	3
CCOc1ccc(/C=N/NC(=O)c2ccc(F)cc2)cc1CN1CC2CC(C1)c1cccc(=O)n1C2 (configuration not stated)	-1
CC(=O)N1CCN(c2ccc(NCc3ccc(-c4cccc(Cl)c4)o3)cc2)CC1	-3
O=C(CSc1ccccc1F)NCC(c1cccs1)N1CCOCC1 (configuration not stated)	5
C#CCOCCOCCOCCNc1nc(N2CCN(C(=O)CCCCCCCCCCNC(=O)[C@H](CCCCN)n3cc(CCO)nn3)CC2)nc(N2CCN(C(=O)CCCCCCCCCCNC(=O)[C@H](CCCCN)n3cc(CCCC(=O)O)nn3)CC2)n1	4
Cc1ccc(NC(=O)c2ncn(CC(=O)N3CCN(c4ccccn4)CC3)n2)cc1C	2
O=C(COC(=O)/C=C/c1ccccc1)NNC(=O)c1ccc([N+](=O)[O-])cc1	0
COc1ccc(OC)c(S(=O)(=O)N2CCCC(C(=O)N3CCC(C(N)=O)CC3)C2)c1 (configuration not stated)	2
COC(=O)c1cccc(NC(=O)CCc2c(C)noc2C)c1	0
C[C@@H]1CN([C@@H](C)CO)C(=O)c2cccc(NC(=O)Nc3ccccc3)c2O[C@H]1CN(C)C(=O)Nc1cccc2ccccc12	-2
Cc1ccc(S(=O)(=O)N2CCCCC2)cc1NC(=O)C1CCC1	-1
Cc1ccoc1C(=O)NCCNC(=O)c1occc1C	1
O=C(NCCS(=O)(=O)N1CCN(c2ccccc2F)CC1)c1ccco1	1
COc1cc2ccccc2cc1C(=O)OCC(=O)c1c(N)n(C)c(=O)n(C)c1=O	5
Cc1ccc(Cl)c(NC(=O)COC(=O)c2nn(-c3ccccc3)cc2O)c1Cl	-3

A second format for part of the listing above.
smiles: O=C(COC(=O)/C=C/c1ccccc1)NNC(=O)c1ccc([N+](=O)[O-])cc1
  IDE cell activ = 0

smiles: COc1ccc(OC)c(S(=O)(=O)N2CCCC(C(=O)N3CCC(C(N)=O)CC3)C2)c1 (configuration not stated)
  IDE cell activ = 2

Looked up by compound from the list above, four records:
SMILES	IDE cell activ
Cc1ccc(S(=O)(=O)N2CCCCC2)cc1NC(=O)C1CCC1	-1
O=C(COC(=O)/C=C/c1ccccc1)NNC(=O)c1ccc([N+](=O)[O-])cc1	0
Cc1ccoc1C(=O)NCCNC(=O)c1occc1C	1
Cc1ccc(NC(=O)c2ncn(CC(=O)N3CCN(c4ccccn4)CC3)n2)cc1C	2

Next entries.
SMILES	IDE cell activ
O=C(COC(=O)c1c(F)cccc1Cl)NCC1CCCCC1	-8
O=C(Cc1cccs1)N[C@@H]1c2ccccc2CC[C@H]1OCc1ccccc1	5
Cc1csc(NC(=O)c2cc3ccccc3o2)n1	-1
CN1C[C@@H]2[C@@H]3C(=O)N(Cc4ccccc4)C(=O)[C@@H]3[C@](C)(C1=O)N2C(=O)c1ccc(Br)cc1	1
O=C(NCC(c1ccco1)N1CCN(c2ccccc2F)CC1)c1ccco1 (configuration not stated)	0
O=S(OCCN1CCOCC1)C(c1ccccc1)c1ccccc1 (configuration not stated)	-2
CC(C)(O)CC[C@@H](O)[C@](C)(O)C1CC[C@@]2(O)C3=CC(=O)[C@@H]4C[C@@H](O)[C@@H](O)C[C@]4(C)C3CC[C@]12C (some centres not stated)	3
CCOC(=O)C1=CN(Cc2ccco2)S(=O)(=O)N(C)C1c1ccc2ccccc2c1 (configuration not stated)	0
CC(OC(=O)c1ccccc1C(=O)N(C)c1ccccc1)C(=O)Nc1ccc(C(N)=O)cc1 (configuration not stated)	4
O=C1C=C(c2ccc(-c3ccccc3)cc2)C[C@@H](c2ccc3c(c2)OCO3)C1	43*

Taken from above:
IDE cell activ, CN1C[C@@H]2[C@@H]3C(=O)N(Cc4ccccc4)C(=O)[C@@H]3[C@](C)(C1=O)N2C(=O)c1ccc(Br)cc1 stands at 1
IDE cell activ, O=C(Cc1cccs1)N[C@@H]1c2ccccc2CC[C@H]1OCc1ccccc1 stands at 5
IDE cell activ, CC(OC(=O)c1ccccc1C(=O)N(C)c1ccccc1)C(=O)Nc1ccc(C(N)=O)cc1 (configuration not stated) stands at 4
IDE cell activ, O=S(OCCN1CCOCC1)C(c1ccccc1)c1ccccc1 (configuration not stated) stands at -2

The listing continues.
SMILES	IDE cell activ
O=C(OCC(=O)N1CCC(Cc2ccccc2)CC1)c1cc(Cl)ccc1O	2
COc1ccccc1C(=O)NC(=O)CSc1nnc(N)s1	1
COc1ccc2[nH]c3c(c2c1)CCN1C(=O)C(CC(=O)NCCCn2ccnc2)C[C@H](C(=O)N(C(C)C)C(C)C)[C@@]31C (some centres not stated)	6
CC1CCCCC12NC(=O)N(CC(=O)NCc1ccccc1Cl)C2=O (configuration not stated)	-1
COc1ccccc1NC(=O)COC(=O)c1cc2ccccc2cc1O	5
CC(OC(=O)c1ccccc1C(=O)N(C)c1ccccc1)C(=O)Nc1ccccc1[N+](=O)[O-] (configuration not stated)	4
Nc1ncn([C@@H]2O[C@H](CO)[C@@H](O)[C@H]2O)c(=O)n1	1
Cc1ccc(NC(=O)CN2CCCC2c2cccn2C)cc1C (configuration not stated)	4
O=C(COC(=O)c1cccnc1Cl)NCCc1ccccc1	1
Cc1ccc2c(C)c(C)c(=O)n(C)c2c1	4
COc1ccccc1NS(=O)(=O)c1cccc(C(=O)N/N=C/c2ccc([N+](=O)[O-])o2)c1	-2
Cc1c(C(=O)N2CCN(c3ncccn3)CC2)oc2ccc(Cl)cc12	4
C#CCOCCOCCOCCNc1nc(N2CCN(C(=O)Cn3cc(CCO)nn3)CC2)nc(N2CCN(C(=O)[C@H](CCCCN)n3cc(CC(C)O)nn3)CC2)n1 (some centres not stated)	8
CN(C)CCn1c2c(c(SCC(=O)Nc3cccc4ccccc34)nc1=O)CCCC2	-3
COC(=O)[C@@]1(Cc2ccccc2)[C@H]2C(=O)N(C)C(=O)[C@H]2[C@H]2CN=C(SCC(=O)c3ccccc3)N21	2
O=C1Nc2ccc(Br)cc2/C1=C/C(=O)c1ccccc1	-8
O=C(O)C1CCN(Cc2oc(CO)cc(=O)c2O)C1 (configuration not stated)	3
CCC(CO)Oc1cc(NCc2ccc(Cl)cc2)c2ncn(C(C)C)c2c1 (configuration not stated)	3
CCOc1ccc(C(=O)N[C@H](C(=O)Nc2ccc(S(=O)(=O)Nc3nccs3)cc2)C(C)C)cc1	-1

IDE cell activ: what is marked active above.
SMILES	IDE cell activ
O=C1C=C(c2ccc(-c3ccccc3)cc2)C[C@@H](c2ccc3c(c2)OCO3)C1	43*
